RSV antiviral HEp-2 – RSV antiviral activity via CPE protection, HEp-2 cells, primary 10 µM value included (AID 2391); HEp-2 cells, RSV-induced CPE inhibition; higher % means a stronger effect; hit rate 0.13% among 310,000; CPE inhibition, % at 10 µM; hits with a dose series show IC50 in µM; in the data active = a potency from the dose series; inconclusive = CPE inhibition mostly from about 23% at the one dose, without a potency; inactive = the rest, 99 in 100 with CPE inhibition below about 21%; also: strong numbers were not always called active
K1F lysis inhibition – inhibition of K1F phage lysis, E. coli UTI89, bacterial capsule biogenesis inhibitors, alamar blue (AID 488966); E. coli UTI89 K1F phage lysis, alamar blue, 2 h; higher % means a stronger effect; one-dose inhibition, % at 100 µM; IC50 in µM for titrated hits; hit rate 0.02% among 340,000;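 active = phage lysis inhibition, versus mean bacterial control, above a set limit; inconclusive = no clear call, values can overlap the other calls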;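 also: capsule biogenesis inhibitors block K1F phage lysis so surviving cells raise fluorescence; higher fluorescence means more inhibition of phage lysis; actives were called in the ten point dose series up to 300 µM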
WT yeast gro inh – growth inhibition of WT strain, primary screen, mitochondrial fusion inhibitor project, WT and mutant strains, chemical genetic | mitochondrial fusion phenotypic screen | inhibition, % at 10 µM | hit rate 2.1% among 190,000; in the data active = inhibition above about 58%; tested in S. cerevisiae
NS5 inhibitors – Dengue-2 NS5 methyltransferase inhibitors, primary screen, biochemical, confirmation dose response (AID 588689). Dengue-2 NS5 methyltransferase capping enzyme assay, biochemical; higher % means a stronger effect. inhibition, % at 25 µM, or IC50 in µM where a hit was titrated. hit rate 0.3% among 340,000. Genome polyprotein (Dengue virus type 2 (strain 16681-PDK53)); in the data active = a potency from the dose series; inconclusive = inhibition above about 29% without an active follow-up result
Autophagy HCS – autophagy modulators in MEF cells, primary screen, imaging, high-content, MEF GFP-LC3 | MEF GFP-LC3 puncta imaging; test concentration mostly 10 µM | calls only at 10 µM (by protocol) | hit rate 0.98% among 190,000;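 active = percentage of spot-positive cells more than 3 SD above its plate mean, without a fluorescence outlier flag or 80% toxicity; inconclusive = no clear call, values can overlap the other calls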;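 also: spot-positive cell cutoff set from DMSO-treated cells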
LYP phosphatase – inhibitors of LYP phosphatase, biochemical, fluorescence intensity, uHTS (AID 1779); Tyrosine-protein phosphatase non-receptor type 22 (Homo sapiens); recombinant LYP phosphatase, fluorescence intensity; higher % means a stronger effect; inhibition, % at 11.5 µM; hits with a dose series show IC50 in µM; hit rate 0.054% among 290,000; in the data active = inhibition above about 50%;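 also: plate controls were vehicle with enzyme for no effect and no enzyme for full effect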
AID2073 – inhibitors of Mint1-CaV2.2 protein interaction, biochemical, HTRF (AID 2073); HTRF protein-protein interaction, Mint1-CaV2.2; higher % means a stronger effect; one-dose inhibition, % at 20 µM; IC50 in µM for titrated hits; hit rate 0.19% among 290,000; Voltage-dependent N-type calcium channel subunit alpha-1B (Homo sapiens); in the data active = inhibition mostly above about 51%, no sharp cut-off; inconclusive = no clear call, values can overlap the other calls; inactive = mostly below about 53%; also: some results filed as inactive read as strong as hits
GPR35 arrestin U2OS – GPR35 antagonists blocking zaprinast-driven arrestin recruitment, primary screen, imaging, U2OS, beta-arrestin-GFP, zaprinast agonist (AID 2058) | one-dose inhibition, % at 10 µM; IC50 in µM for titrated hits | U2OS GPR35 beta-arrestin-GFP translocation imaging, zaprinast antagonism; higher % means a stronger effect | G-protein coupled receptor 35 (Homo sapiens) | hit rate 0.052% among 290,000;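 active = inhibition of at least 50% with at least 30 cells and total cytoplasm GFP at most 10,000,000; inconclusive = under 30 cells or total GFP of 10,000,000 plus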
NTR1 ag – agonists of NTR1, primary screen, imaging, U2OS cells, beta-arrestin-GFP, high content (AID 493036); NTR1-U2OS beta-arrestin-GFP spot imaging, agonist mode; activation, % at 20 µM; hit rate 0.17% among 330,000;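 active = activation at or above 40% of the spot to cytoplasm intensity ratio, with at least 20 cells analyzed; inconclusive = wells under 20 cells, flagged as cytotoxic or low count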;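 also: 0% = DMSO without peptide and 100% = 100 nM NTR1 peptide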
Target sequence (P30989 whole entry, looked up): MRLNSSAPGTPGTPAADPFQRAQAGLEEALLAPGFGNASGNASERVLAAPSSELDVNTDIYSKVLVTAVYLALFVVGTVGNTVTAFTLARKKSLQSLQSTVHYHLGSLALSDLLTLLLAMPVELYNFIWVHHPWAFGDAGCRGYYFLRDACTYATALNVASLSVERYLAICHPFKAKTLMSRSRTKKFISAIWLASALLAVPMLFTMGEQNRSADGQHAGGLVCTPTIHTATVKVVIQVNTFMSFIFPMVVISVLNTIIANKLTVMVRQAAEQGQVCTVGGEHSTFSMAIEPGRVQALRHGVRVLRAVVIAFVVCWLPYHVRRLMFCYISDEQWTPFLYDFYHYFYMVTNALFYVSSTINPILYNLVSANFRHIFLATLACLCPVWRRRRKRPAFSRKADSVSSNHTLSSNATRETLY
WT yeast gro inh mutant strain – second read-out of WT yeast gro inh, no call of its own (marks repeat the call); inhibition, %; mitochondrial fusion phenotypic screen, mutant strain inhibition
Autophagy HCS cell loss 18 h – further read-out of Autophagy HCS, marked with its call; toxicity, %; measured here: cell loss, nuclei count;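 cell loss after 18 h compound exposure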
NTR1 ag cell count 20 µM – second read-out of NTR1 ag, no call of its own (marks repeat the call); cell count; measured here: cell count, cytotoxicity flag
NS5 inhibitors pilot replicate – also measured in NS5 inhibitors; calls as there; inhibition, %; measured here: pilot screen replicate inhibition
* hit, by the source's call; i = inactive; ? = inconclusive; / = not tested or not shown; [ ] = dose if it differs, or a comment.

SMILES | RSV antiviral HEp-2 | K1F lysis inhibition | WT yeast gro inh | WT yeast gro inh mutant strain | NS5 inhibitors | Autophagy HCS | Autophagy HCS cell loss 18 h | LYP phosphatase | AID2073 | GPR35 arrestin U2OS | NTR1 ag | NTR1 ag cell count 20 µM | others
CCOC(=O)c1ccc(NC(=O)CCc2nc(-c3ccc(C)cc3)no2)cc1 | -3.0% | 0.2% | 24 | -3 | 9% | i | 18 | 4% | 4% | 10% | 4.8 | 66
CC(=O)Nc1ccc(SC[C@H](c2ccccc2)N2CCN(CCc3ccccc3)CCC2=O)cc1 | -2.1% | / | / | / | / | / | / | -7% | -20% | -3% | 2.8 | 82
CCOCCCN1C(=O)CN(C2CCCCC2)C(=O)C1c1ccc(OCC)c(OC)c1 (stereo not given) | 1.2% | 1.7% | -1 | -1 | 0% | i | -6 | -6% | -2% | -3% | 2.2 | 65
CSc1cc(-c2ccc(Cl)cc2)n(Cc2ccccc2)c(=O)c1C#N | 3.0% | -0.4% | -6 | -14 | -3% | i | -11 | -1% | ? | 13% | 14 | 51
COc1ccc(C2C(C(=O)O)CCC(=O)N2c2ccc(C)cc2)cc1OC (stereo not given) | 0.7% | 0.2% | / | / | 3% | / | / | -8% | 10% | 4% | -0.8 | 62
Cc1nnc(N2CCC(C(=O)N3CCCCC3)CC2)c2nn(-c3ccc(Cl)cc3)c(C)c12 | 13% | 0.1% | / | / | -13% | / | / | -1% | 7% | -2% | 2.1 | 34
CCc1ccc(OCC(=O)NCC(c2ccc(Cl)cc2)N2CCCCC2)cc1 (stereo not given) | 5.0% | 0.0% | / | / | -2% | / | / | -13% | -8% | 10% | 11 | 48
CCOc1ccc(CN2CCNC(=O)C2CC(=O)N(C)C2CCCCC2)cc1 (stereo not given) | -0.3% | 0.4% | / | / | 9% | / | / | -4% | -12% | 5% | 2.5 | 45
CC1CCCC(C)N1C(=O)Cn1cc(C#N)c2ccccc21 (stereo not given) | 2.6% | / | -18 | 9 | / | i | -7 | -6% | 3% | -1% | 1.2 | 94
CC(=O)Nc1ccc(NC(=O)C2CCCN2C(=O)Nc2ccc(F)cc2)cc1 (stereo not given) | 1.8% | 0.1% | / | / | -4% | / | / | 3% | 4% | -8% | -1.5 | 47
N#C/C(=C\c1c(N2CCC(C(N)=O)CC2)nc2ccccn2c1=O)S(=O)(=O)c1ccc(Cl)cc1 | 0.4% | 0.9% | / | / | -10% | / | / | -2% | -10% | -11% | 0.0 | 51
Cc1c(C(=O)NCc2cccnc2)sc2nc(-c3ccc(F)cc3)cn12 | 0.9% | -2.1% | 1 | -9 | -3% | i | 2 | -3% | 3% | 23% | -2.7 | 43
NS(=O)(=O)c1ccc(N/C=C\C(=O)c2ccncc2)cc1 | -0.5% | 1.5% | -15 | 15 | -8% | i | 21 | -8% | -1% | 2% | 2.2 | 38
Cc1csc(SCC(=O)Nc2nc(-c3ccccc3)cs2)n1 | 1.8% | 1.1%[50 µM] | 34 | 30 | -6% | i | -4 | 6% | -6% | -14% | 5.3 | 50
CCn1c(SCC(=O)O)nnc1-c1cccnc1 | 1.2% | 0.0% | -4 | -2 | -9% | i | 2 | -10% | 6% | 9% | 0.9 | 34
Oc1ccccc1CN1CCC(C(O)(c2ccccc2)c2ccccc2)CC1 | 0.6% | 3.4% | 9 | -8 | 1% | i | 4 | -4% | -17% | 6% | 2.0 | 40
CCN(CC)c1ccc(C(=O)OCC(=O)Nc2cccc(S(=O)(=O)NC3=NCCCCC3)c2)cc1 | 7.9% | 1.7% | -11 | -6 | -13% | i | 6 | 7% | 10% | -4% | 1.1 | 53
CCc1ccc2oc(C(=O)N3CCN(c4ccccc4OC)CC3)cc(=O)c2c1 | -2.9% | 0.0% | / | / | -2% | / | / | -4% | 16% | 10% | -0.3 | 50
C#CCOCCOCCOCCNc1nc(N2CCN(C(=O)CCCCCCCCCCNC(=O)[C@H](CO)n3cc(CCCSC)nn3)CC2)nc(N2CCN(C(=O)CCCCCCCCCCNC(=O)[C@H](CCCN=C(N)N)n3cc(C[C@@H](C)CC)nn3)CC2)n1 | 18% | 0.2% | / | / | -20% | / | / | / | / | / | 20 | 59
O=C(CCNC(=O)c1ccccc1Cl)Nc1cc(C(F)(F)F)ccc1Cl | 0.7% | 1.4%[50 µM] | -3 | -3 | -4% | i | 10 | 3% | 0% | 9% | 1.6 | 76
Cc1cc(O)c(/C=N/Nc2ccccc2Cl)c(=O)o1 | 3.3% | 0.1% | 13 | 4 | -3% | i | -33 | 0% | -4% | 3% | -0.6 | 96
CC(OC(=O)CCCN=C1NS(=O)(=O)c2ccccc21)C(=O)Nc1ccc(F)cc1Cl (stereo not given) | 0.9% | 0.9%[50 µM] | / | / | -4% | / | / | / | / | / | -0.4 | 59
Cc1cc(S(=O)(=O)N2CCC3(CC2)OCCO3)c(C)cc1Cl | 4.4% | 1.0%[50 µM] | / | / | 3% | / | / | -8% | 5% | 7% | 1.3 | 48
CC1(C2CC2)NC(=O)N(CC(=O)Nc2cc(S(=O)(=O)N3CCCCC3)ccc2Cl)C1=O (stereo not given) | 0.9% | 0.7%[50 µM] | / | / | -6% | / | / | / | / | / | 2.2 | 74
CN(C(=O)COC(=O)c1c[nH]c(=O)[nH]c1=O)C1CCCCC1 | 2.3% | 3.6% | 9 | 2 | -6% | i | -1 | -9% | -5% | 9% | 4.3 | 71
CC(C)N(C(=O)CC1ON(C)C(=O)N1c1ccc(Cl)cc1)C(C)C (stereo not given) | 2.7% | -0.2% | -4 | 21 | -9% | i | -4 | 0% | -8% | -2% | -1.5 | 27
S=C(c1nc2ccccc2[nH]1)N1CCOCC1 | 0.5% | 0.0% | -1 | 4 | -7% | i | -4 | 4% | -21% | 14% | -0.6 | 86
CCc1nc(SCc2ccc(F)cc2)n[nH]1 | -0.2% | 0.5% | 13 | -22 | -6% | i | -5 | -10% | -6% | -3% | 0.8 | 65
CCN(Cc1ccncc1)C(=S)Nc1ccccc1 | 0.3% | -0.3% | -8 | -18 | -6% | i | -6 | -6% | 28% | 14% | 1.9 | 49
COc1ccc(S(=O)(=O)NCc2ccccn2)cc1Br | -1.7% | -0.1% | / | / | 3% | / | / | -6% | 10% | -1% | -0.9 | 46 | NS5 inhibitors pilot replicate=3.3
NC(=O)c1ccc(Sc2nnc(-c3cccs3)n2CC2CCCO2)c([N+](=O)[O-])c1 (stereo not given) | 3.1% | 1.9% | -31 | 0 | -13% | i | 38 | 2% | 4% | -4% | 6.6 | 35
CC1(C)CC(=O)C(N=Nc2cc(C(F)(F)F)ccc2Cl)=C(O)C1 | 3.6% | 0.3% | 3 | -26 | -6% | i | 11 | -2% | 11% | 4% | 1.2 | 45
COc1ccc(CC(=O)Nc2cc(NC(=O)Cc3ccc(OC)c(OC)c3)cc(C(=O)O)c2)cc1OC | 0.1% | 0.0% | -6 | 1 | -5% | i | 14 | -3% | 2% | 12% | 0.0 | 32
COCC(C)n1c(SCc2ccc(C(=O)OC)cc2)nc2ccccc2c1=O (stereo not given) | 3.0% | 0.0% | / | / | 0% | / | / | -3% | 3% | 2% | 4.0 | 52
Cc1c(CCC(=O)N[C@@H](CC(C)C)C(=O)O)c(=O)oc2cc3oc4c(c3cc12)CCCC4 | 2.7% | -0.1% | / | / | -1% | / | / | -7% | 36% | -5% | 1.2 | 38
CCc1nnc(NC(=O)C2CC(=O)N(Cc3ccccc3)C2)s1 (stereo not given) | -0.7% | 0.0% | -10 | 13 | 1% | i | 0 | -5% | -4% | 4% | 0.5 | 54
CCc1c(O)nc(SCC(N)=O)n(-c2ccccc2F)c1=O | -0.1% | 5.0% | -4 | -8 | -2% | i | 2 | -10% | 3% | 6% | 0.2 | 49
CN(C)S(=O)(=O)c1ccc(NC(=O)CN2C(=O)NC3(CCCC3)C2=O)cc1 | 4.1% | -0.1% | / | / | -5% | / | / | -10% | -2% | 16% | 0.4 | 66
CC1Cc2ccccc2N1C(=O)COC(=O)c1ccccc1NCCO (stereo not given) | -0.6% | 0.1%[50 µM] | / | / | 1% | / | / | / | / | / | 0.4 | 45
Cc1ccc(C(=O)c2c3ccc(C(F)(F)F)cc3[n+]([O-])n2CCCC(N)=O)cc1 | 1.3% | -0.5% | / | / | 2% | / | / | / | / | / | 0.4 | 59

Looked up by structure from above:
SMILES | RSV antiviral HEp-2 | K1F lysis inhibition | WT yeast gro inh | WT yeast gro inh mutant strain | NS5 inhibitors | Autophagy HCS | Autophagy HCS cell loss 18 h | LYP phosphatase | AID2073 | GPR35 arrestin U2OS | NTR1 ag | NTR1 ag cell count 20 µM | others
COc1ccc(CC(=O)Nc2cc(NC(=O)Cc3ccc(OC)c(OC)c3)cc(C(=O)O)c2)cc1OC | 0.1% | 0.0% | -6 | 1 | -5% | i | 14 | -3% | 2% | 12% | 0.0 | 32
CCc1c(O)nc(SCC(N)=O)n(-c2ccccc2F)c1=O | -0.1% | 5.0% | -4 | -8 | -2% | i | 2 | -10% | 3% | 6% | 0.2 | 49
CCc1nc(SCc2ccc(F)cc2)n[nH]1 | -0.2% | 0.5% | 13 | -22 | -6% | i | -5 | -10% | -6% | -3% | 0.8 | 65

The results go on:
SMILES | RSV antiviral HEp-2 | K1F lysis inhibition | WT yeast gro inh | WT yeast gro inh mutant strain | NS5 inhibitors | Autophagy HCS | Autophagy HCS cell loss 18 h | LYP phosphatase | AID2073 | GPR35 arrestin U2OS | NTR1 ag | NTR1 ag cell count 20 µM | others
Cc1ccc2cc(C(c3nnnn3C3CCCC3)N3CCN(c4ccc(F)cc4)CC3)c(=O)[nH]c2c1 (stereo not given) | -0.9% | 0.3% | -13 | 8 | 1% | i | -7 | -6% | -6% | -10% | 0.6 | 88 | NS5 inhibitors pilot replicate=3.6
Cc1ccc(O)c(/C=N/NC(=O)C2=NNC(c3ccccc3)(c3ccccc3)C2)c1 | / | / | -1 | -3 | / | i | 39 | -1% | 12% | -2% | / | /
CC(C)(c1ccccc1)c1ccc(OCCn2cnc3ccccc3c2=O)cc1 | 14% | -0.7% | / | / | -10% | i | 7 | -2% | 5% | 8% | 1.7 | 66
CCN1CCN(C(CNS(=O)(=O)c2ccccc2)c2cccnc2)CC1 (stereo not given) | 0.1% | -0.1%[50 µM] | / | / | -5% | / | / | -7% | -1% | 11% | -1.0 | 72
COc1ccc(C(=O)N/C(=C/c2cccs2)C(=O)NC(C)(C)C)cc1OC | -0.5% | -0.1% | -9 | -16 | -13% | i | -12 | -3% | 14% | 5% | -0.6 | 47
